APJ antagonist = blocks the human apelin receptor APJ. P35414. CHO-K1 APJ beta-arrestin complementation, luminescence. inhibition, % at 20 µM. hit rate 0.32% among 330,000. AID 2521;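 active = inhibition above about 40% at 20 µM, limit read from the data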;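 note: cells challenged with 10 nM apelin-13 agonist together with compound; plate controls were apelin-13 plus DMSO wells for no effect and DMSO wells lacking apelin-13 for full effect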
Target sequence (P35414 whole entry, looked up): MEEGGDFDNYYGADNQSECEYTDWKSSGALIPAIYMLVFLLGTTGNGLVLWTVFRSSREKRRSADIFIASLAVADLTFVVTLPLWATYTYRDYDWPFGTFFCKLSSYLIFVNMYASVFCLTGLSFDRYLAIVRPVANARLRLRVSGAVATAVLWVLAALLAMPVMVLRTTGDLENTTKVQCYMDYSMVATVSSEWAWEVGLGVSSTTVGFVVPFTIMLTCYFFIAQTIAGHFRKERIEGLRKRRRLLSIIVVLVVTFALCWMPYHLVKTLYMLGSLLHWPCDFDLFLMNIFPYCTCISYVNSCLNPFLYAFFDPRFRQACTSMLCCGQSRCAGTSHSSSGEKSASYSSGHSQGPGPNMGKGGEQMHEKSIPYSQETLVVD
CHOP UPR activ = activators of apoptotic arm of unfolded protein response (CHOP); activation, % at 10 µM; hit rate 0.34% among 330,000; CHO-CHOP luciferase reporter, UPR activation, luminescence; percent of tunicamycin response over DMSO baseline; AID 449763;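 active = at 10 µM dose, activation of 40% or more, normalized to positive control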;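 note: 100% = tunicamycin at 10 µg/mL and 0% = DMSO alone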
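assay system = CHO CHOP reporter cells | amount = 500 CHO-CHOP cells per well | buffer or medium = F12 with 10% FBS | incubation = 16-18 h cell attachment, then 6 h compound exposure, 37 °C | detection = luminescence read with Steady-Glo | read-out = percent activation relative to tunicamycin control | controls = tunicamycin high control, DMSO low control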
UPR XBP1 act = adaptive UPR (XBP1) activation; CHO-XBP1 luciferase reporter, IRE1-XBP1 UPR activation, luminescence; percent of tunicamycin response, DMSO as zero; activation, % at 20 µM; hit rate 0.33% among 330,000;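 active = versus positive control, 20 µM dose yields 30% or more activation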;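 note: 100% = tunicamycin at 10 µg/mL and 0% = DMSO only wells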
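Assay system: IRE1-XBP1 luciferase reporter CHO line. Input: 1000 cells/well. Buffer or medium: F12 with 10% serum. Doses: 20 µM, 1% DMSO. Times: overnight seeding at 37 °C, 6 h compound treatment at 37 °C. Technique: Steady-Glo luciferase glow luminescence, 10 min after reagent addition.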
Mdm2-MdmX inh = human Mdm2/MdmX binding inhibition | O15151+Q00987 | SaOS-2 split-luciferase Mdm2/MdmX complementation, luminescence | inhibition, % at 8 µM | hit rate 3% among 330,000 | AID 485346;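 active = inhibition of at least 50% at 8 µM in the primary screen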
APJ ag = agonists of human APJ apelin receptor. CHO-K1 APJ PathHunter beta-arrestin, luminescence; 0% DMSO wells, 100% apelin. activation, % at 20 µM. hit rate 0.11% among 330,000. AID 2520;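 active = activation more than six SD over the plate average, tested at 20 µM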;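 note: 0% = DMSO alone and 100% = apelin-13 at 10 nM; some results filed as inactive read as strong as hits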
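Material: CHO-K1 APJ beta-arrestin complementation cell line; Input: cell density 1000 per well; Incubation: compound stimulation 90 min at 25 °C, detection 60 min; Signal: luminescence from split beta-galactosidase complementation, Galacton Star/Emerald II substrate; Controls: DMSO-only wells as negative, 10 nM Apelin-13 as positive control.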
tim23-1 inh = growth inhibitors of tim23-1 mutant yeast | S. cerevisiae tim23-1 growth, BacTiter-Glo luminescence, 24 h | inhibition, % at 20 µM | hit rate 1.3% among 330,000 | AID 463212;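 active = growth inhibition of the mutant yeast at or above 50%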;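 note: temperature-sensitive mutant grown at 25 °C; plate controls were DMSO-treated mutant yeast for no effect and medium wells lacking yeast for full effect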
CXCR6 inh = blocks human CXCR6 beta-arrestin recruitment; O00574; inhibition, % at 20 µM; AID 602244; hit rate 0.36% among 360,000; CHO-K1 PathHunter CXCR6 beta-arrestin, luminescence; in the data active = inhibition above about 34%, passing the limit was not always enough;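 note: antagonist mode with CXCL16 agonist at 10 nM final; 0% = 10 nM CXCL16 with DMSO and 100% = unstimulated wells without agonist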
Target sequence (O00574 whole entry, looked up): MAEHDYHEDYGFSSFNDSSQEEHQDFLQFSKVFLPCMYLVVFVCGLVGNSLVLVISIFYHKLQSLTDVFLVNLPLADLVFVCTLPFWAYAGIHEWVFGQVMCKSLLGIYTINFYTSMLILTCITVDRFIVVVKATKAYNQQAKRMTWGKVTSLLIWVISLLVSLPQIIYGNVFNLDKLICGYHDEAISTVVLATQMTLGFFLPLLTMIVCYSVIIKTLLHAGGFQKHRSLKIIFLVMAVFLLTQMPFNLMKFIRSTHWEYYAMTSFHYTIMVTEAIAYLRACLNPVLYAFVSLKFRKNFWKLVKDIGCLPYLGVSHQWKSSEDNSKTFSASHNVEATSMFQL
EBI2 block = blocks human EBI2 receptor beta-arrestin signaling. P32249. AID 651636. inhibition, % at 5 µM. EBI2 beta-arrestin recruitment, luminescence, 7a,25-OHC stimulated. hit rate 0.81% among 360,000; in the data active = inhibition above about 38%;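 note: enzyme fragment complementation signal reports receptor beta-arrestin coupling in cells; 0% = agonist plus DMSO wells and 100% = wells without agonist; some results beyond the cut were filed as inactive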
Target sequence (P32249 whole entry, looked up, the tested form may be a part): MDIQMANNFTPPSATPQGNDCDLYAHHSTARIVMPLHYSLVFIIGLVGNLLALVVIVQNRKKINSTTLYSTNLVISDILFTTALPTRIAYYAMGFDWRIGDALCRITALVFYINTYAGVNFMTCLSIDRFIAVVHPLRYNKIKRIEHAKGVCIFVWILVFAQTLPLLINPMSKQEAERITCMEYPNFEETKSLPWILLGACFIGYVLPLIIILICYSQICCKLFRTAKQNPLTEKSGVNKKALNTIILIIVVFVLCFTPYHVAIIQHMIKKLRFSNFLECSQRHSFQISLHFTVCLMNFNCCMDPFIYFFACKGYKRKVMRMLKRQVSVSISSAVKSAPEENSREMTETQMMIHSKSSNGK
CCR6 antagonist = antagonists of human CCR6 receptor | hit rate 0.49% among 340,000 | CHO-K1 CCR6 PathHunter beta-arrestin, luminescence, CCL20-stimulated | inhibition, % at 20 µM | AID 493098 | P51684;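 active = compounds whose inhibition of the agonist-driven luminescence signal at 20 µM reaches about 50%, limit read from the data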;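 note: cells stimulated with CCL20 at 14 nM final; plate controls were DMSO with CCL20 for no effect and DMSO without agonist for full effect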
* hit, by the source's call. This is a subset; count on the stated rates, not on these rows.

Start of the data: the first three entries as a preview:
For Cc1ccccc1-c1nnn(Cc2ccc(F)cc2Cl)n1 the results were APJ antagonist -1, CHOP UPR activ 4.1, UPR XBP1 act -2, Mdm2-MdmX inh 12, APJ ag -3, tim23-1 inh 9, CXCR6 inh -3, EBI2 block 9 and CCR6 antagonist 10.
CN(C)c1c(F)cc(-c2nn[nH]n2)cc1F was read as APJ antagonist 7, CHOP UPR activ 2.2, UPR XBP1 act -1, Mdm2-MdmX inh 18, APJ ag -1, tim23-1 inh 4, CXCR6 inh 1, EBI2 block -7 and CCR6 antagonist 4.
COc1cc(CNC(C)(C)C)ccc1OCC(=O)NC(C)(C)C was read as APJ antagonist -7, CHOP UPR activ 0.6, UPR XBP1 act 5, Mdm2-MdmX inh 19, APJ ag -1, tim23-1 inh 5, CXCR6 inh 5, EBI2 block -15 and CCR6 antagonist 11.

Main list (from the top)
For Cc1ccccc1-c1nnn(Cc2ccc(F)cc2Cl)n1 the results were APJ antagonist -1, CHOP UPR activ 4.1, UPR XBP1 act -2, Mdm2-MdmX inh 12, APJ ag -3, tim23-1 inh 9, CXCR6 inh -3, EBI2 block 9 and CCR6 antagonist 10.
CN(C)c1c(F)cc(-c2nn[nH]n2)cc1F was read as APJ antagonist 7, CHOP UPR activ 2.2, UPR XBP1 act -1, Mdm2-MdmX inh 18, APJ ag -1, tim23-1 inh 4, CXCR6 inh 1, EBI2 block -7 and CCR6 antagonist 4.
COc1cc(CNC(C)(C)C)ccc1OCC(=O)NC(C)(C)C was read as APJ antagonist -7, CHOP UPR activ 0.6, UPR XBP1 act 5, Mdm2-MdmX inh 19, APJ ag -1, tim23-1 inh 5, CXCR6 inh 5, EBI2 block -15 and CCR6 antagonist 11.
For Cc1ccc(-n2nc3c(c2NC(=O)c2cccs2)CS(=O)(=O)C3)cc1 the results were APJ antagonist -3, CHOP UPR activ 0.4, UPR XBP1 act -3, Mdm2-MdmX inh 16, APJ ag -2, tim23-1 inh -2, CXCR6 inh 0, EBI2 block 6 and CCR6 antagonist 11.
O=C(CN1CCN(c2ccccn2)CC1)N1c2ccccc2CCc2ccccc21 was read as APJ antagonist 8, CHOP UPR activ -2.0, UPR XBP1 act -2, Mdm2-MdmX inh 23, APJ ag -3, tim23-1 inh 22, CXCR6 inh 6, EBI2 block -3 and CCR6 antagonist -10.
`COc1ccc(CN(CCc2ccccc2)Cc2ccccc2)cc1OC` gave APJ antagonist 18, CHOP UPR activ 0.1, UPR XBP1 act -3, Mdm2-MdmX inh 7, APJ ag -1, tim23-1 inh 12, CXCR6 inh 15, EBI2 block 21 and CCR6 antagonist 25.
For CC(=O)c1ccc(S(=O)(=O)Nc2ccccc2C(=O)NC2CC2)cc1 the results were APJ antagonist 19, CHOP UPR activ 0.2, UPR XBP1 act -5, Mdm2-MdmX inh 19, APJ ag -3, tim23-1 inh 14, CXCR6 inh 10, EBI2 block -4 and CCR6 antagonist 0.
`COc1cc(C(=O)N/N=C(\C)Cc2ccccc2)cc(OC)c1OC` gave APJ antagonist 18, CHOP UPR activ -0.5, UPR XBP1 act -1, Mdm2-MdmX inh 10, APJ ag -4, tim23-1 inh -9, CXCR6 inh -8, EBI2 block -3 and CCR6 antagonist -8.
`Fc1ccccc1NC(=S)N1CCC(c2ccccc2)C1` (stereo not given) gave APJ antagonist -7, CHOP UPR activ 4.8, UPR XBP1 act 2, Mdm2-MdmX inh -30, APJ ag -7, tim23-1 inh 25, CXCR6 inh -1, EBI2 block -7 and CCR6 antagonist 1.
Screening CN(C)c1ccc(/C=N/NC(=O)c2ccc(CN3C(=O)c4cccc5cccc3c45)cc2)cc1 returned APJ antagonist -2, CHOP UPR activ 0.1, UPR XBP1 act -2, Mdm2-MdmX inh 9, APJ ag -3 and tim23-1 inh 13.
Screening Cc1cccc(C(=O)NNC(=O)c2cc3cc4ccccc4nc3s2)c1 returned APJ antagonist 20, CHOP UPR activ -0.6, UPR XBP1 act -3, Mdm2-MdmX inh 51*, APJ ag -5, tim23-1 inh 16, CXCR6 inh -5, EBI2 block -2 and CCR6 antagonist 13.
`Cc1cccc(C(=O)N2CCc3c([nH]c4ccccc34)C2CC(C)C)n1` (stereo not given) gave APJ antagonist -25, CHOP UPR activ 2.1, UPR XBP1 act 4, Mdm2-MdmX inh -7, APJ ag -5, tim23-1 inh 17, CXCR6 inh 4, EBI2 block 22 and CCR6 antagonist 11.
Screening CCCc1ccc2oc(C(=O)NCCN3CCCC(O)C3)c(C)c2c1 (stereo not given) returned APJ antagonist -13, CHOP UPR activ 3.9, UPR XBP1 act 1, Mdm2-MdmX inh -2, APJ ag 15, tim23-1 inh 5, CXCR6 inh 1, EBI2 block -7 and CCR6 antagonist 7.
`COc1cc(/C=N/NC(=O)c2ccc(CSc3nncn3C)cc2)cc(OC)c1O` gave APJ antagonist 16, CHOP UPR activ -1.0, UPR XBP1 act 0, Mdm2-MdmX inh 18, APJ ag -1, tim23-1 inh 1, CXCR6 inh 1, EBI2 block 1 and CCR6 antagonist -1.
For CC(=O)c1cccc(OCc2cc(C(=O)N(C)C(C)c3ccccn3)no2)c1 (stereo not given) the results were APJ antagonist 19, CHOP UPR activ 1.0, UPR XBP1 act -1, Mdm2-MdmX inh 29, APJ ag 0, tim23-1 inh 26, CXCR6 inh -1, EBI2 block 2 and CCR6 antagonist 23.
Screening COc1cc2ccccc2cc1C(=O)OCC(=O)NC1CCS(=O)(=O)C1 (stereo not given) returned APJ antagonist -9, CHOP UPR activ -2.6, UPR XBP1 act -3, Mdm2-MdmX inh 27, APJ ag -2, tim23-1 inh 4, CXCR6 inh -4, EBI2 block -11 and CCR6 antagonist 2.
Screening C=CCn1c(=O)c(C(=O)NCc2ccc3c(c2)OCO3)c(O)c2ccccc21 returned APJ antagonist 6, CHOP UPR activ -0.1, UPR XBP1 act -2, Mdm2-MdmX inh 24, APJ ag -1, tim23-1 inh 41, CXCR6 inh 2, EBI2 block -5 and CCR6 antagonist 0.
For c1ccc(-c2nc3nonc3c3nc4ccccc4n23)cc1 the results were APJ antagonist 11, CHOP UPR activ -0.3, UPR XBP1 act -1, Mdm2-MdmX inh 49, APJ ag -1, tim23-1 inh -8, CXCR6 inh 2, EBI2 block 2 and CCR6 antagonist -1.
Cc1ccc(N2CC(C(=O)N3CCC(C(=O)Nc4nnc(C(C)(C)C)s4)CC3)CC2=O)cc1 (stereo not given) was read as APJ antagonist 19, CHOP UPR activ 0.8, UPR XBP1 act -3, Mdm2-MdmX inh 14, APJ ag 2, tim23-1 inh -2, CXCR6 inh 0, EBI2 block 6 and CCR6 antagonist 14.
Screening Cc1ccc2c(c1)N(CC(=O)OC(CC(C)C)C(=O)NC1CCCC1)C(=O)CO2 (stereo not given) returned APJ antagonist -5, CHOP UPR activ 0.0, UPR XBP1 act -2, Mdm2-MdmX inh -4, APJ ag -4, tim23-1 inh 30, CXCR6 inh -7, EBI2 block 14 and CCR6 antagonist -5.
COc1ccc(CCNC(=O)C2CCN(S(=O)(=O)c3ccc4nc5c(c(C(=O)O)c4c3)CCCC5)CC2)cc1OC was read as APJ antagonist -1, CHOP UPR activ 2.2, UPR XBP1 act -5, Mdm2-MdmX inh 7, APJ ag 1, tim23-1 inh 16, CXCR6 inh -2, EBI2 block -20 and CCR6 antagonist -2.
For Cc1ccc(NC(=O)CSc2ncn[nH]2)cc1 the results were APJ antagonist 23, CHOP UPR activ 1.0, UPR XBP1 act -5, Mdm2-MdmX inh 14, APJ ag -5, tim23-1 inh -2, CXCR6 inh 4, EBI2 block -6 and CCR6 antagonist -3.
O=C(Nc1ccn(-c2ccccc2)n1)c1ccccc1Br was read as APJ antagonist -9, CHOP UPR activ 3.9, UPR XBP1 act 3, Mdm2-MdmX inh -27, APJ ag -1, tim23-1 inh -3, CXCR6 inh 2, EBI2 block 10 and CCR6 antagonist 2.
`COc1ccccc1NC(=O)CSc1n[nH]c(-c2ccccn2)n1` gave APJ antagonist 12, CHOP UPR activ -1.1, UPR XBP1 act 1, Mdm2-MdmX inh 30, APJ ag -2, tim23-1 inh 24, CXCR6 inh -2, EBI2 block -11 and CCR6 antagonist 7.
Screening CC(C)(C)NC(=O)/C(=C\c1ccco1)NC(=O)c1cccs1 returned APJ antagonist 8, CHOP UPR activ 2.1, UPR XBP1 act -1, Mdm2-MdmX inh 19, APJ ag -1, tim23-1 inh -7, CXCR6 inh 11, EBI2 block -9 and CCR6 antagonist 6.
For N/C(=N\OC(=O)c1ccco1)c1cccc([N+](=O)[O-])c1 the results were APJ antagonist -94, CHOP UPR activ 6.6, UPR XBP1 act -1, Mdm2-MdmX inh -34, APJ ag 4, tim23-1 inh 10, CXCR6 inh -25, EBI2 block -7 and CCR6 antagonist -16.
`O=C1CCCN1CCCN1CC(C(=O)N(CCO)Cc2ccccc2)CCC1=O` (stereo not given) gave APJ antagonist -30, CHOP UPR activ -1.7, UPR XBP1 act -3, Mdm2-MdmX inh -1, APJ ag -6, tim23-1 inh 7, CXCR6 inh -2, EBI2 block 9 and CCR6 antagonist 8.
For CC(=O)N/C(=C\c1ccccc1)C(=O)OCC(=O)NC1CCS(=O)(=O)C1 (stereo not given) the results were APJ antagonist -9, CHOP UPR activ 1.2, UPR XBP1 act -3, Mdm2-MdmX inh -20, APJ ag -5, tim23-1 inh -1, CXCR6 inh -2, EBI2 block 2 and CCR6 antagonist -5.
Screening CC(C)(C)NC(=O)c1cccc(NC(=O)CSc2ccccc2)c1 returned APJ antagonist 8, CHOP UPR activ -1.0, UPR XBP1 act 0, Mdm2-MdmX inh 16, APJ ag -4, tim23-1 inh 15, CXCR6 inh -7, EBI2 block -10 and CCR6 antagonist 6.
Screening CN1CCN(c2sc(S(C)(=O)=O)nc2S(=O)(=O)c2ccc(Cl)cc2)CC1 returned APJ antagonist -7, CHOP UPR activ 1.7, UPR XBP1 act -4, Mdm2-MdmX inh 37, APJ ag -1, tim23-1 inh 10, CXCR6 inh -8, EBI2 block -8 and CCR6 antagonist -6.
`CCOc1ccc(NC(=O)CSc2nncc(=O)[nH]2)cc1` gave APJ antagonist -6, CHOP UPR activ -1.1, UPR XBP1 act 0, Mdm2-MdmX inh 9, APJ ag -3, tim23-1 inh 16, CXCR6 inh 10, EBI2 block 1 and CCR6 antagonist 3.
`COc1ccc(N2CCN(C(=O)c3ccccc3NS(=O)(=O)c3ccccc3)CC2)cc1` gave APJ antagonist -23, CHOP UPR activ 0.7, UPR XBP1 act -3, Mdm2-MdmX inh 1, APJ ag -1, tim23-1 inh 27, CXCR6 inh -8, EBI2 block 6 and CCR6 antagonist -11.

Screens from PubChem BioAssay.
